IMPase Li cell: membrane-permeable IMPase blocker, potentiated with lithium | CHO-M1 cells, IP1 TR-FRET (IP-One), carbachol + lithium | Potency, µM (titrated, usually from 59.4 µM), for the others: at the highest dose activity, negative = IMPase inhibition, most hits filed as inhibitors | 210,000 compounds, 0.35% hits;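 further: IP1 builds up when IMPase is blocked and the TR-FRET signal falls; potency means the concentration at half of the fitted maximal effect; plate controls were basal vehicle for no effect and high inhibitor control for full effect; nearly all actives have a fitted effect of over 50% in size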
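CHO-M1, 2000 cells/well, 16–30 h culture; cpd + low Li+, 30 min 37C; lysis with d2-IP1/Eu-anti-IP1 Ab, 10 min RT; TR-FRET 665/620 ratio and 620 channel; AC50 via Hill.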
CBFb-RUNX1 inh: CBF-beta/RUNX1 interaction disruption. AID 1477. Q01196+Q13951. Potency, µM (doses to about 59.8 µM), for inactives: at the highest dose activity, negative = inhibition, usual class: inhibitors. AlphaScreen CBFb-His/RUNX1-biotin binding, biochemical. 230,000 tested, under 10 active; further: % of control where 0% means no effect
Target sequence (Q01196 whole entry, looked up): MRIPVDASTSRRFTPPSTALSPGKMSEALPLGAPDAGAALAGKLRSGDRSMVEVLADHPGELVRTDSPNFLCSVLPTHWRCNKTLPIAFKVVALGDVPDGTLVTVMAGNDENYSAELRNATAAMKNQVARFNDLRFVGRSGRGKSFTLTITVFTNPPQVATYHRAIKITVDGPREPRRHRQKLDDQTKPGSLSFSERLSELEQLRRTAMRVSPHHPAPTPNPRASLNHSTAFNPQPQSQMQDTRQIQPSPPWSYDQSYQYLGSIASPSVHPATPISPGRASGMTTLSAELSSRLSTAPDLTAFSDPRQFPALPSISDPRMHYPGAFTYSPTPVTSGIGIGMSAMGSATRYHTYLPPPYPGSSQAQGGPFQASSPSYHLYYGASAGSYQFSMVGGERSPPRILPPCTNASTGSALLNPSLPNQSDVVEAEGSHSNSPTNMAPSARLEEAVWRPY
Target sequence (Q13951 whole entry, looked up): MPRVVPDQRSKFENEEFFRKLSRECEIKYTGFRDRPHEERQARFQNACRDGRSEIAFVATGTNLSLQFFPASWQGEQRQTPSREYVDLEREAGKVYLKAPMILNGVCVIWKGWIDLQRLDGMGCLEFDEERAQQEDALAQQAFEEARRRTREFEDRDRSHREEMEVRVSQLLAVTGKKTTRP
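Bead-based AlphaScreen assay; binding partners His-tagged CBF-beta and biotinylated RUNX1 at 30 nM each. Compound exposure 15 min after a 20-min protein preincubation; bead step 90 min; all steps at room temperature.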
NPSR antagonist: blocks cAMP signaling of the human neuropeptide S receptor; AID 1461; Q6W5P4; CHO-NPSR cells, cAMP TR-FRET, antagonist mode; Potency, µM (doses to about 38.3 µM), without a hit: at the highest dose activity change, negative = inhibition, hits mostly inhibitors; 220,000 compounds, 1% hits; further: potency means the concentration at half of the fitted maximal effect; on the % scale 0 is the no-effect control and ±100 the full control effect; nearly all actives have a fitted effect of over 50% in size; many of its hits are not listed in these tables
Target sequence (Q6W5P4 whole entry, looked up): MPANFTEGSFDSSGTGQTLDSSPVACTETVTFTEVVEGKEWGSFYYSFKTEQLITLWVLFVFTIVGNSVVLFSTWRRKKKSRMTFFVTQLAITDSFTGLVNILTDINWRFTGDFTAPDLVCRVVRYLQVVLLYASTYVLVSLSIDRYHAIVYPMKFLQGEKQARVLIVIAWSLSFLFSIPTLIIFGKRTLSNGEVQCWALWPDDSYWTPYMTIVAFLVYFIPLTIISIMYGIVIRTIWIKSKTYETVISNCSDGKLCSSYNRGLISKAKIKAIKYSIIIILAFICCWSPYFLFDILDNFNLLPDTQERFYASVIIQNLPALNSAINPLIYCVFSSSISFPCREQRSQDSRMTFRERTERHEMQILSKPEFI
Lamin A splicing: LMNA splicing modulation | HeLa LMNA splicing GFP/RFP minigene ratio, 48 h | Potency, µM (series often up to 46.1 µM), for the others: at the highest dose ratio change, negative = inhibition, usual class: inhibitors | 200,000 compounds, 0.01% hits | AID 1487; active means well fitted inhibition curve with a large enough effect in the signal ratio, with a control signal flat, not every such curve was filed as active; inconclusive means small, poorly fitted or top-dose-only effect, or effect the other way, or a change in a side signal; the % refers to the signal ratio; further: potency means the concentration at half of the fitted maximal effect; on the % scale 0 is the no-effect control and ±100 the full control effect
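Read-out is the ratio of GFP to DsRed2 object intensity, acquired by 488 nm laser-scanning cytometry on HeLa lamin A-EGFP minigene reporter cells. Compound incubation 48 hrs at 37 °C in Opti-MEM with 2% FBS; DMSO 0.5% final.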
Epigenetic reg: epigenetic control regulation, reporter derepression | murine LDR cells, GFP reporter derepression, 30 h | AID 1865 | 280,000 compounds, 0.2% hits | Potency, µM (highest dose often 53.9 µM), for inactives: at the top dose GFP activation, usual class: activators; further: potency means the concentration at half of the fitted maximal effect; % of control where 0% means no effect; nearly all actives have a fitted effect of over 60% in size
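Reporter derepression read as number of fluorescent GFP-positive objects, 20-120 um in size, counted by laser-scanning cytometer. Mouse LDR line with an epigenetically silenced CMV-GFP locus; compound incubation 30 h, 37 C.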
GLA spleen mod: inhibitors or activators of human alpha-galactosidase in spleen homogenate | P06280 | 240,000 compounds, 0.008% hits | Potency, µM (doses to about 80 µM), for inactives: at the highest dose activity change, negative = inhibition, actives largely listed as inhibitors | human spleen homogenate, 4MU-alpha-Gal fluorescence, 40 min;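 further: potency means the concentration at half of the fitted maximal effect; 0% = enzyme with vehicle and -100% = no enzyme basal signal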
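Human spleen homogenate (1 ug) as enzyme source, 4-methylumbelliferyl-alpha-D-galactopyranoside 1 mM final, citrate/phosphate pH 5.0 with 0.01% Tween-20. Compounds 40 min at 37C, NaOH/glycine stop; fluorescence Ex 365/Em 440, Hill-fit AC50.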
Luc counter: counter-screen: inhibitors of Kinase-Glo firefly luciferase; Q27757; Kinase-Glo luciferase, ATP luminescence, 8 min; Potency, µM (top dose mostly 38.3 µM), for inactives: at the highest dose activity change, negative = inhibition, usual class: inhibitors; 200,000 compounds, 0.28% hits; further: potency means the concentration at half of the fitted maximal effect; on the % scale 0 is the no-effect control and ±100 the full control effect; nearly all actives have a fitted effect of over 60% in size
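Recombinant Kinase-Glo luciferase, 10 uM ATP (linear range), luciferin; imidazole pH 7.2 / KCl / MgCl2 / Tween / BSA buffer; 8 min RT; luminescence.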
Starred values were filed as active, the others as inactive; ? = inconclusive; nt = not tested or not shown; [ ] = another dose, or the depositor's remark. Unless noted, the call rests on the fitted dose curve; in most records, active means well fitted curve in the direction sought with a large enough effect; inconclusive means small, poorly fitted or top-dose-only effect, or another doubt; inactive means no such curve, though single readings can be large; an effect the other way counts as inactive or inconclusive. An excerpt. The share of hits here may be higher or lower than overall.

The opening 2 entries (preview)
Letters: A = IMPase Li cell; B = CBFb-RUNX1 inh; C = NPSR antagonist; D = Lamin A splicing; E = Epigenetic reg; F = GLA spleen mod; G = Luc counter
molecule: O=C(Nc1ccccc1C(=O)O)c1ccc(NC(=O)c2ccc(Br)o2)cc1
  A = 11%[38.3 µM]; B = 2%; C = -13%[46.1 µM]; D = 16%; E = 9.0%; F = -3%; G = 2%

molecule: Cc1ccc(Cn2ccc(NC(=O)c3noc4c3CCCCC4)n2)cc1
  A = 13%[38.3 µM]; B = -2%; C = -13%[46.1 µM]; D = ?; E = -1.9%; F = -7%; G = -2%

All compounds of this part, repeating the preview:
Letters: A = IMPase Li cell; B = CBFb-RUNX1 inh; C = NPSR antagonist; D = Lamin A splicing; E = Epigenetic reg; F = GLA spleen mod; G = Luc counter
molecule: O=C(Nc1ccccc1C(=O)O)c1ccc(NC(=O)c2ccc(Br)o2)cc1
  A = 11%[38.3 µM]; B = 2%; C = -13%[46.1 µM]; D = 16%; E = 9.0%; F = -3%; G = 2%

molecule: Cc1ccc(Cn2ccc(NC(=O)c3noc4c3CCCCC4)n2)cc1
  A = 13%[38.3 µM]; B = -2%; C = -13%[46.1 µM]; D = ?; E = -1.9%; F = -7%; G = -2%

molecule: O=c1c2ccccc2nc(-c2ccco2)n1/N=C/c1ccco1
  A = -10%[38.3 µM]; B = -18%; C = -25%[46.1 µM]; D = 3%; E = 12%; F = -13%; G = -4%

molecule: COc1ccc2[nH]c(=O)c(COC(=O)c3ccco3)cc2c1
  A = 0%; B = -2%; C = 16%[46.1 µM]; D = -4%; E = -3.4%; F = 12%; G = 7%

molecule: CC1CCN(C2CC(=O)N(c3ccc(Br)cc3Br)C2=O)CC1 (stereo not given)
  A = nt; B = 6%; C = 6%; D = nt; E = 2.0%; F = 1%; G = nt

molecule: COC(=O)CN(c1ccccc1)S(=O)(=O)c1ccc(F)cc1
  A = -5%; B = 7%; C = 0%[46.1 µM]; D = 5%; E = 0.0%; F = -10%; G = -2%

molecule: Cc1cccn2c(CN(C)CC3CCCCO3)c(C(=O)N3CCCCC3)nc12 (stereo not given)
  A = nt; B = -4%; C = 13%; D = nt; E = 2.0%; F = -8%; G = nt

molecule: CC(C(=O)NCc1ccccc1)N1C(=O)C2CC=C(Cl)CC2C1=O (stereo not given)
  A = 30%[activator][38.3 µM]; B = -7%; C = -16%[46.1 µM]; D = ?; E = 1.1%; F = 3%; G = 1%

molecule: CN(C)Cc1c(O)ccc2occ(C(=O)c3ccccc3)c12
  A = -7%[38.3 µM]; B = 6%; C = -13%[46.1 µM]; D = 2%; E = -0.7%; F = 3%; G = -3%

molecule: CCCS(=O)(=O)N1CCN(c2ccccc2F)CC1
  A = 9%[38.3 µM]; B = 16%; C = 11%[46.1 µM]; D = 15%; E = 1.1%; F = ?; G = -1%

molecule: Cc1cc(C)c(S(=O)(=O)N(C)c2ccccc2)c(C)c1
  A = 18%; B = 19%; C = -32%; D = nt; E = -0.3%; F = -8%; G = -2%

molecule: O=C(COc1ccccc1C(=O)NCc1ccccn1)Nc1ccc(Br)cc1
  A = 9%; B = 9%; C = -20%; D = -24%[46 µM]; E = -0.3%; F = 0%; G = 4%

molecule: CC1=NN(S(=O)(=O)c2ccc(Cl)cc2Cl)C(=O)c2ccccc2O1
  A = nt; B = 10%; C = -19%; D = nt; E = 0.0%; F = -6%; G = nt

molecule: CCNC(=O)NC(=O)C(C)On1nnc2ccc(S(=O)(=O)N(CC)CC)cc21 (stereo not given)
  A = -1%; B = -5%; C = 13%; D = -9%; E = -1.1%; F = -4%; G = 1%

molecule: COc1ccc(CCNC(=S)Nc2ccc(C)cc2C)cc1
  A = -3%; B = -9%; C = -9%; D = ?; E = 0.0%; F = -2%; G = -1%

molecule: COc1ccc(N=C2NC(=O)/C(=C\C=C\c3ccco3)S2)cc1
  A = -4%; B = ?; C = -37%; D = -14%[9.22 µM]; E = 0.3%[10.1 µM]; F = -4%; G = -3%

molecule: O=C(OCC1COc2ccccc2O1)c1c(F)cccc1F (stereo not given)
  A = nt; B = 21%; C = -6%[46.1 µM]; D = 4%; E = -4.2%; F = -4%; G = nt

molecule: N[C@@H](Cn1c2c(c(=O)[nH]c1=O)CCC2)C(=O)O
  A = 5%; B = 1%; C = nt; D = nt; E = -1.4%; F = 2%; G = 2%[39.9 µM]

molecule: COc1ccc(C(CNC(=O)COc2ccc(Br)cc2F)N2CCCC2)cc1 (stereo not given)
  A = 9%; B = 5%; C = -7%; D = ?; E = 0.0%; F = -5%; G = 2%

molecule: CC(C)Oc1ccc2c(c1)OC(c1ccccc1)(C(F)(F)F)NC2=O (stereo not given)
  A = 8%; B = 0%; C = -18%; D = -4%; E = 0.0%; F = 6%; G = 2%

molecule: CSc1ccccc1NC(=O)CSCc1ccc(Br)cc1
  A = 13%[38.3 µM]; B = 25%; C = -20%[46.1 µM]; D = 13%; E = -1.1%; F = 11%; G = -2%

molecule: Cc1cc(Cl)ccc1NC(=O)Cn1cncn1
  A = 10%; B = 7%; C = 16%; D = -6%[46 µM]; E = -0.5%; F = -4%; G = 3%

molecule: COC(=O)c1ccc2c(=O)n(CCN3CCOCC3)c(=S)[nH]c2c1
  A = 13%[38.3 µM]; B = 3%; C = 3%[46.1 µM]; D = 8%; E = 0.0%; F = 4%; G = 1%

molecule: CCCCn1c(SCC(=O)NCc2ccco2)nc2ccccc2c1=O
  A = 37%[activator][38.3 µM]; B = -3%; C = -20%[46.1 µM]; D = 9%; E = -0.2%; F = 4%; G = 1%

molecule: CCCCn1c(=O)cc(O)c2ccccc21
  A = 20%[38.3 µM]; B = 0%; C = -7%[46.1 µM]; D = -15%; E = -1.0%; F = 6%; G = 5%

molecule: COc1ccccc1C(=O)C1CCCN(C(=O)c2cc(CC(C)C)nc(C)n2)C1 (stereo not given)
  A = 2%; B = 5%; C = -5%; D = 7%[46 µM]; E = -2.3%; F = 3%; G = -3%

molecule: O=c1c2ccccc2nnn1CSc1nnc(-c2ccc3c(c2)OCO3)o1
  A = 1%[38.3 µM]; B = 3%; C = -17%[46.1 µM]; D = ?; E = -1.0%; F = -5%; G = -5%

molecule: Cc1ccc(S(=O)(=O)N/N=C/c2ccc(C(=O)O)cc2)cc1
  A = nt; B = -2%; C = -15%[46.1 µM]; D = 3%; E = -1.1%; F = -11%; G = nt

molecule: COC(=O)C1=C(C)NC(=O)CC1c1cc(Br)ccc1F (stereo not given)
  A = 16%[38.3 µM]; B = 1%; C = -1%[46.1 µM]; D = 6%; E = 0.1%; F = -10%; G = 2%

molecule: CCOc1ccc(NC(=O)c2cccnc2C(=O)O)cc1
  A = -8%[38.3 µM]; B = 1%; C = -5%[46.1 µM]; D = 2%; E = -1.7%; F = 17%; G = -6%

molecule: O=C(N/N=C/C=C/c1ccco1)c1ccncc1
  A = nt; B = -6%; C = 48%; D = nt; E = 3.0%; F = 1%; G = nt

molecule: Brc1ccc(-c2nn3c(-c4ccncc4)nnc3s2)o1
  A = nt; B = 15%; C = -6%[46.1 µM]; D = 1%; E = 0.0%; F = 9%; G = nt

molecule: COc1ccc(C(=O)COc2ccc(F)cc2)c(O)c1C
  A = 1%; B = 11%; C = -6%; D = nt; E = 2.3%; F = 0%; G = nt

molecule: O=C(COc1ccc([N+](=O)[O-])cc1)NCc1ccncc1
  A = 4%; B = 15%; C = 8%; D = nt; E = -1.5%; F = 7%; G = -1%

molecule: CN(C)CCCNC(=O)c1ccc(-c2nc(-c3ccc(Cl)cc3)cs2)cc1
  A = 13%[38.3 µM]; B = 4%; C = 10µM*; D = 0%; E = -1.1%; F = -6%; G = -3%

molecule: CC(C)N(Cc1cnn(C)c1)Cc1nc(Cc2ccccc2Cl)no1
  A = 8%; B = 3%; C = -8%; D = 10%[46 µM]; E = 2.7%; F = -1%; G = -3%

molecule: O=C1c2ccccc2C(=O)N1Cc1cc(-c2ccccc2)no1
  A = 24%[38.3 µM]; B = 3%; C = -16%[46.1 µM]; D = 4%; E = 1.5%; F = 0%; G = 4%

molecule: O=C(Nc1cccc2ccccc12)OC1C=CS(=O)(=O)C1 (stereo not given)
  A = -1%; B = 5%; C = 9%; D = ?; E = -0.1%; F = 8%; G = -1%

molecule: CCC(C)CCCCC(=O)NC(CCN)C(=O)NC(C(=O)NC(CCN)C(=O)NC1CCNC(=O)C(C(C)O)NC(=O)C(CCN)NC(=O)C(CCN)NC(=O)C(CC(C)C)NC(=O)C(Cc2ccccc2)NC(=O)C(CCN)NC1=O)C(C)O (stereo not given)
  A = 3%; B = ?; C = nt; D = ?; E = -0.5%; F = -3%; G = -5%

molecule: O=C(Nc1ccc(Cl)cc1)C(c1ccccc1)N1CCOCC1 (stereo not given)
  A = 5%; B = -1%; C = -21%; D = nt; E = 3.5%; F = 1%; G = -1%

molecule: COc1ccc(C(=O)NC2CCN(C(=S)NCc3ccco3)CC2)cc1
  A = 20%[38.3 µM]; B = 3%; C = -9%[46.1 µM]; D = 2%; E = -8.7%; F = 2%; G = 3%

molecule: COc1ccc(CN2CCN(C(=O)C3CC(=O)N(C4CCCCCC4)C3)CC2)c(OC)c1OC (stereo not given)
  A = 7%[38.3 µM]; B = 6%; C = -8%[46.1 µM]; D = 14%; E = -1.1%; F = 7%; G = -3%

molecule: C[N+]1(CC(=O)OCCCc2ccccc2)CCCC1
  A = 8%; B = 17%; C = 36%; D = 4%; E = -1.6%; F = -1%; G = -1%

molecule: CCOC(=O)N1CCN(C(=O)c2cc3sccc3n2C)CC1
  A = -1%; B = 4%; C = -4%[46.1 µM]; D = -10%; E = -1.1%; F = -5%; G = 4%

Complete entries from above. Order of screens: IMPase Li cell, CBFb-RUNX1 inh, NPSR antagonist, Lamin A splicing, Epigenetic reg, GLA spleen mod, Luc counter
`O=C(COc1ccc([N+](=O)[O-])cc1)NCc1ccncc1` in the list: 4%, 15%, 8%, nt, -1.5%, 7%, -1%
`COc1ccc(N=C2NC(=O)/C(=C\C=C\c3ccco3)S2)cc1` in the list: -4%, ?, -37%, -14%[9.22 µM], 0.3%[10.1 µM], -4%, -3%
`COc1ccc(C(CNC(=O)COc2ccc(Br)cc2F)N2CCCC2)cc1` (stereo not given) in the list: 9%, 5%, -7%, ?, 0.0%, -5%, 2%
`CC1=NN(S(=O)(=O)c2ccc(Cl)cc2Cl)C(=O)c2ccccc2O1` in the list: nt, 10%, -19%, nt, 0.0%, -6%, nt
`O=C(OCC1COc2ccccc2O1)c1c(F)cccc1F` (stereo not given) in the list: nt, 21%, -6%[46.1 µM], 4%, -4.2%, -4%, nt
